VEEV TC-83 Vero – inhibitors of VEEV TC-83 cytopathic effect, confirmation, Vero cells (AID 588727). Vero cells, VEEV TC-83 cytopathic effect inhibition; higher % means a stronger effect. inhibition, % at 20 µM, or IC50 in µM where a hit was titrated. actives 0.13% (n = 350,000); in the data active = a potency from the dose series; inconclusive = inhibition mostly from about 14% at the one dose, without a potency; inactive = the rest, 99 in 100 with inhibition below about 12%; note: strong numbers were not always called active
M. tuberculosis – growth inhibition of non-replicating M. tuberculosis (AID 488890) | inhibition, % at 25 µM; hits with a dose series show IC50 in µM | Mycobacterium tuberculosis non-replicating, growth inhibition; higher % means a stronger effect | actives 0.39% (n = 320,000); in the data active = a potency from the dose series; inconclusive = inhibition mostly from about 82% at the one dose, without a potency; inactive = the rest, 99 in 100 with inhibition below about 76%;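 note: plate controls were DMSO cells for no effect and high antibiotic wells for full effect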
M. tuberculosis HTS – M. tuberculosis growth inhibition, HTS (AID 449762). inhibition, % at 25 µM; hits with a dose series show IC50 in µM. M. tuberculosis H37Rv growth inhibition, 7H9 media; higher % means a stronger effect. actives 0.59% (n = 330,000); in the data active = a potency from the dose series; inconclusive = inhibition above about 70% without an active follow-up result;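 note: bacterial growth assessed after seven days of incubation; strong numbers were not always called active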
Salmonella PhoP GFP – Inhibition of PhoP regulon, Salmonella typhi GFP reporter cells, confirmation, 4 h (AID 1850); inhibition, % at 50 µM, or IC50 in µM where a hit was titrated; actives 0.33% (n = 310,000); Salmonella Typhi PhoP-promoter GFP reporter, fluorescence, 4 h; higher % means a stronger effect; in the data active = a potency from the dose series; inconclusive = inhibition mostly from about 25% at the one dose, without a potency; inactive = the rest, 99 in 100 with inhibition below about 19%;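 note: 0% = induced wells with vehicle and 100% = uninduced wells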
influenza NS1A – NS1A inhibition, H1N1 influenza, cell based functional assay (AID 504329); NS1A functional cell-based assay, percent inhibition; higher % means a stronger effect; one-dose inhibition, % at 12.5 µM; IC50 in µM for titrated hits; actives 0.3% (n = 340,000); in the data active = a potency from the dose series; inconclusive = inhibition above about 27% without an active follow-up result; note: strong numbers were not always called active
An asterisk follows results filed as active.

What do the screens show for `O=C(c1ccc2c(c1)OCCO2)N1CCCCC1`?
VEEV TC-83 Vero: inactive; M. tuberculosis: -2%; M. tuberculosis HTS: -2%; Salmonella PhoP GFP: 2%; influenza NS1A: 0%

What do the screens show for `CCc1cccc(CC)c1NC(=O)CN1C2CCCC1CC(NC(=O)Nc1cccc(OC)c1)C2` (stereo not given)?
VEEV TC-83 Vero: 0.6%; M. tuberculosis: 51%; M. tuberculosis HTS: inconclusive; Salmonella PhoP GFP: -15%; influenza NS1A: -1%

What do the screens show for `O=C(NCc1ccco1)c1cccc(C(F)(F)F)c1`?
VEEV TC-83 Vero: 0.1%; M. tuberculosis: 76%; M. tuberculosis HTS: 16%; Salmonella PhoP GFP: 1%; influenza NS1A: -2%

What do the screens show for `Cc1cc(C(F)(F)F)nc(SCC(=O)NC2=NC(=O)C(C)S2)n1` (stereo not given)?
VEEV TC-83 Vero: 0.8%; M. tuberculosis: 0%; M. tuberculosis HTS: 1%; Salmonella PhoP GFP: 0%; influenza NS1A: -5%

What do the screens show for `O=C(CSc1ccccc1C(=O)O)c1ccc(Cl)cc1`?
VEEV TC-83 Vero: inactive; M. tuberculosis: inconclusive; M. tuberculosis HTS: inconclusive; Salmonella PhoP GFP: -4%; influenza NS1A: -3%

Results for COc1cc(CNCc2ccccn2)ccc1OCC(=O)NC(C)(C)C ?
VEEV TC-83 Vero: inactive; M. tuberculosis: -4%; M. tuberculosis HTS: 2%; Salmonella PhoP GFP: -9%; influenza NS1A: 2%

Results for CCC(C)NC(=O)c1ccc(C)c(NC(=O)C2=C(C)OCCS2)c1 (stereo not given) ?
VEEV TC-83 Vero: inactive; M. tuberculosis: 1%; M. tuberculosis HTS: -1%; Salmonella PhoP GFP: 1%; influenza NS1A: -18%

What do the screens show for `NS(=O)(=O)c1ccc(CCNC(=O)Nc2ccc(Cl)c(Cl)c2)cc1`?
VEEV TC-83 Vero: inactive; M. tuberculosis: 19%; M. tuberculosis HTS: 15%; Salmonella PhoP GFP: 11%; influenza NS1A: 4%

Results for Cc1nn(Cc2c(F)cccc2Cl)c(C)c1[N+](=O)[O-] ?
VEEV TC-83 Vero: 2.6%; M. tuberculosis: -6%; M. tuberculosis HTS: 2%; Salmonella PhoP GFP: 12%

What do the screens show for `CCOC(=O)c1nn(C)c2[nH]c(=O)n(C)c(=O)c12`?
VEEV TC-83 Vero: 0.1%; influenza NS1A: 6%

Results for CCOC(=O)C1=C(C)OC(N)=C(C#N)C1c1cc(F)ccc1F (stereo not given) ?
VEEV TC-83 Vero: inactive; M. tuberculosis: 9%; M. tuberculosis HTS: 5%; Salmonella PhoP GFP: 4%; influenza NS1A: -11%

What do the screens show for `CCN(CC)c1ccc(C2Nc3cccc4cccc(c34)N2)cc1`?
VEEV TC-83 Vero: 0.3%; M. tuberculosis: 64%; M. tuberculosis HTS: 24%; Salmonella PhoP GFP: -2%; influenza NS1A: 3%

What do the screens show for `Nc1c([N+](=O)[O-])cc(F)c(N2CCNCC2)c1Br`?
VEEV TC-83 Vero: inactive; M. tuberculosis: -18%; M. tuberculosis HTS: -4%; Salmonella PhoP GFP: 9%; influenza NS1A: 5%

Results for COc1ccc(CN2CCN(c3ccccn3)CC2)cc1OCc1ccccc1 ?
VEEV TC-83 Vero: 2.0%; Salmonella PhoP GFP: -2%; influenza NS1A: 8%

Results for CC(C)c1onc(C(=O)N2C(C)CCCC2C)c1[N+](=O)[O-] (stereo not given) ?
VEEV TC-83 Vero: 1.1%; M. tuberculosis: -7%; M. tuberculosis HTS: 4%; Salmonella PhoP GFP: -4%; influenza NS1A: 3%

What do the screens show for `CC1CCc2c(sc(Nc3nc4c(F)cccc4s3)c2C(N)=O)C1` (stereo not given)?
VEEV TC-83 Vero: 6.3%; M. tuberculosis: inconclusive; M. tuberculosis HTS: 7%; Salmonella PhoP GFP: -7%; influenza NS1A: -8%

How did O=C(Nc1nnc(-c2ccc(Cl)cc2)o1)NC1CCCCC1 do in these assays?
VEEV TC-83 Vero: 1.6%; M. tuberculosis: -12%; M. tuberculosis HTS: 54%; Salmonella PhoP GFP: 0%; influenza NS1A: 1%

How did CCC(NC(=O)c1cc(COc2cc(C)c(Cl)c(C)c2)on1)c1ccncc1 (stereo not given) do in these assays?
VEEV TC-83 Vero: 2.5%; M. tuberculosis: 18%; M. tuberculosis HTS: 11%; Salmonella PhoP GFP: 10%; influenza NS1A: 2%

How did O=C(COC(=O)/C=C/c1cccs1)NC1CCCCC1 do in these assays?
VEEV TC-83 Vero: 3.0%; M. tuberculosis: 11%; M. tuberculosis HTS: -21%; Salmonella PhoP GFP: -6%; influenza NS1A: -1%

How did C=C(C)CNC(=S)/N=c1\scc(C)n1CC do in these assays?
VEEV TC-83 Vero: 0.1%; M. tuberculosis: 35%; M. tuberculosis HTS: -8%; Salmonella PhoP GFP: -1%; influenza NS1A: 2%

Results for CC1CN(S(=O)(=O)c2cccc(C(=O)NN3CCN(C)CC3)c2)CC(C)O1 (stereo not given) ?
VEEV TC-83 Vero: 0.0%; M. tuberculosis: 3%; M. tuberculosis HTS: -4%; Salmonella PhoP GFP: -9%; influenza NS1A: 9%

Results for COc1cc(C(=O)NC(CCSC)C(=O)OCc2cc([N+](=O)[O-])cc3c2OCOC3)cc(OC)c1OC (stereo not given) ?
VEEV TC-83 Vero: 2.8%; M. tuberculosis: -1%; M. tuberculosis HTS: 4%; Salmonella PhoP GFP: 11%; influenza NS1A: 6%

How did O=C(CSc1nnc(-c2ccc(O)cc2)n1Cc1ccco1)c1cccs1 do in these assays?
VEEV TC-83 Vero: 2.6%; M. tuberculosis: 59%; M. tuberculosis HTS: 9%; Salmonella PhoP GFP: -7%; influenza NS1A: 3%

Results for C=CCSc1nnc2c(n1)OC(c1ccccn1)N(C(C)=O)c1ccccc1-2 (stereo not given) ?
VEEV TC-83 Vero: inactive; M. tuberculosis: 0%; M. tuberculosis HTS: -2%; Salmonella PhoP GFP: 1%; influenza NS1A: 0%

How did Cc1ccc(C2(C)NC(=O)N(CC(=O)NNC(=O)c3ccccc3F)C2=O)cc1 (stereo not given) do in these assays?
VEEV TC-83 Vero: 0.3%; M. tuberculosis: 25%; M. tuberculosis HTS: -9%; influenza NS1A: -11%

Results for CCn1c(SCC(=O)Nc2ccc3c(c2)OCCO3)nnc1-c1ccco1 ?
VEEV TC-83 Vero: 1.4%; M. tuberculosis: 32%; M. tuberculosis HTS: 1%; Salmonella PhoP GFP: -8%; influenza NS1A: 1%

How did Cc1ccc(SCCCn2cncn2)cc1 do in these assays?
VEEV TC-83 Vero: inactive; M. tuberculosis: 3%; M. tuberculosis HTS: -7%; Salmonella PhoP GFP: -13%; influenza NS1A: 16%

How did Cc1ccc(CSc2nc3c(cc2C#N)CCC3)cc1 do in these assays?
VEEV TC-83 Vero: 2.2%; M. tuberculosis: -9%; M. tuberculosis HTS: 1%; Salmonella PhoP GFP: -2%; influenza NS1A: -4%

What do the screens show for `C=CCNC(=O)COC(=O)COc1ccc(Cl)cc1C`?
VEEV TC-83 Vero: 0.3%; M. tuberculosis: -19%; M. tuberculosis HTS: 0%; Salmonella PhoP GFP: 3%; influenza NS1A: 4%

What do the screens show for `CCOc1ccc(S(=O)(=O)Nc2ccccc2C(=O)N2CCOCC2)cc1`?
VEEV TC-83 Vero: 0.5%; M. tuberculosis: -18%; M. tuberculosis HTS: -3%; Salmonella PhoP GFP: -6%; influenza NS1A: 4%

Ordered by number of heavy atoms (lowest first): three of the compounds above.
What do the screens show for `C=CCNC(=O)COC(=O)COc1ccc(Cl)cc1C`?
VEEV TC-83 Vero: 0.3%; M. tuberculosis: -19%; M. tuberculosis HTS: 0%; Salmonella PhoP GFP: 3%; influenza NS1A: 4%

How did CCC(NC(=O)c1cc(COc2cc(C)c(Cl)c(C)c2)on1)c1ccncc1 (stereo not given) do in these assays?
VEEV TC-83 Vero: 2.5%; M. tuberculosis: 18%; M. tuberculosis HTS: 11%; Salmonella PhoP GFP: 10%; influenza NS1A: 2%

How did Cc1ccc(C2(C)NC(=O)N(CC(=O)NNC(=O)c3ccccc3F)C2=O)cc1 (stereo not given) do in these assays?
VEEV TC-83 Vero: 0.3%; M. tuberculosis: 25%; M. tuberculosis HTS: -9%; influenza NS1A: -11%

2 records picked at random from the list so far:
How did Cc1ccc(CSc2nc3c(cc2C#N)CCC3)cc1 do in these assays?
VEEV TC-83 Vero: 2.2%; M. tuberculosis: -9%; M. tuberculosis HTS: 1%; Salmonella PhoP GFP: -2%; influenza NS1A: -4%

What do the screens show for `CC1CCc2c(sc(Nc3nc4c(F)cccc4s3)c2C(N)=O)C1` (stereo not given)?
VEEV TC-83 Vero: 6.3%; M. tuberculosis: inconclusive; M. tuberculosis HTS: 7%; Salmonella PhoP GFP: -7%; influenza NS1A: -8%

More results:
How did COc1cc(CNn2c(C)n[nH]c2=S)cc(Br)c1OCC(=O)NC(C)(C)C do in these assays?
VEEV TC-83 Vero: 1.9%; M. tuberculosis: -7%; M. tuberculosis HTS: 10%; Salmonella PhoP GFP: -1%; influenza NS1A: -21%

How did CCOc1ccc(C(=O)c2cccs2)cc1 do in these assays?
VEEV TC-83 Vero: 3.8%; M. tuberculosis: inconclusive; M. tuberculosis HTS: 3%; Salmonella PhoP GFP: -1%; influenza NS1A: 13%

How did CCN(CC)C(=O)Cc1cn(C)c2ccccc12 do in these assays?
VEEV TC-83 Vero: 0.2%; M. tuberculosis: -8%; M. tuberculosis HTS: -1%; Salmonella PhoP GFP: -1%; influenza NS1A: 1%

How did Cc1cnc(NC(=O)Cc2c[nH]c3ccccc23)s1 do in these assays?
VEEV TC-83 Vero: 2.0%; M. tuberculosis: 2%; M. tuberculosis HTS: 11%; Salmonella PhoP GFP: 1%; influenza NS1A: -20%

What do the screens show for `COc1ccc(S(=O)(=O)NC(N)=NCCc2ccccc2)cc1`?
VEEV TC-83 Vero: 0.5%; M. tuberculosis: 11%; M. tuberculosis HTS: -8%; Salmonella PhoP GFP: 4%; influenza NS1A: 4%

Results for N/C(=N/OCc1cccc([N+](=O)[O-])c1)c1nonc1N ?
VEEV TC-83 Vero: 0.3%; M. tuberculosis: 33%; M. tuberculosis HTS: 1%; Salmonella PhoP GFP: 4%; influenza NS1A: -11%

Results for O=C(O)c1cc([N+](=O)[O-])ccc1NCCc1ccccc1 ?
VEEV TC-83 Vero: 5.6%; M. tuberculosis: 30%; M. tuberculosis HTS: 1%; Salmonella PhoP GFP: 0%; influenza NS1A: 8%

Results for COc1ccc(OC)c(S(=O)(=O)NCc2ccccn2)c1 ?
VEEV TC-83 Vero: inactive; M. tuberculosis: -9%; M. tuberculosis HTS: 1%; Salmonella PhoP GFP: -1%; influenza NS1A: -1%

What do the screens show for `Cc1csc2c(N3CCN(C(=O)Nc4ccccc4)CC3)ncnc12`?
VEEV TC-83 Vero: 0.6%; M. tuberculosis: 37%; M. tuberculosis HTS: -2%; Salmonella PhoP GFP: -2%; influenza NS1A: -2%

Results for CCC(C(=O)NC(CC(=O)O)c1ccc(Cl)cc1)c1ccccc1 (stereo not given) ?
VEEV TC-83 Vero: 2.5%; M. tuberculosis: -7%; M. tuberculosis HTS: -7%; Salmonella PhoP GFP: -16%; influenza NS1A: -3%

What do the screens show for `Cc1onc(-c2ccccc2)c1C(=O)NC1CCC(C)CC1` (stereo not given)?
VEEV TC-83 Vero: inactive; M. tuberculosis HTS: 6%; influenza NS1A: -5%

How did COC(=O)CNC(=O)C(Cc1c[nH]c2ccccc12)NC(=O)OC(C)(C)C (stereo not given) do in these assays?
VEEV TC-83 Vero: 0.6%; M. tuberculosis: 25%; M. tuberculosis HTS: 1%; Salmonella PhoP GFP: 12%; influenza NS1A: 1%

How did O=C(CN1CCN(c2ccc(F)cc2)CC1)NCc1cccs1 do in these assays?
VEEV TC-83 Vero: 0.7%; M. tuberculosis: 19%; M. tuberculosis HTS: 1%; Salmonella PhoP GFP: 21%; influenza NS1A: -5%

Results for Cc1nn(-c2ccccc2)c(Cl)c1C1C(C#N)=C(N)Oc2n[nH]c(C)c21 (stereo not given) ?
VEEV TC-83 Vero: 7.9%; M. tuberculosis: 3%; M. tuberculosis HTS: 0%; Salmonella PhoP GFP: -11%; influenza NS1A: 3%

Results for Cc1cn([C@H]2C[C@H](O)[C@@H](CCC(=O)NCCN3CCCCC3)O2)c(=O)[nH]c1=O ?
VEEV TC-83 Vero: inactive; influenza NS1A: -22%

Results for COc1cc(C2Nc3cccc4cccc(c34)N2)cc(OC)c1O ?
VEEV TC-83 Vero: 7.8%; M. tuberculosis: -10%; M. tuberculosis HTS: 9%; Salmonella PhoP GFP: -8%; influenza NS1A: 2%

What do the screens show for `O=S(=O)(c1ccc(=S)[nH]c1)N1CCOCC1`?
VEEV TC-83 Vero: 0.8%; M. tuberculosis: -3%; M. tuberculosis HTS: -2%; influenza NS1A: -2%

What do the screens show for `CC(=O)c1ccc(NS(=O)(=O)Cc2ccc(Cl)cc2)cc1`?
VEEV TC-83 Vero: 2.0%; M. tuberculosis: 10%; M. tuberculosis HTS: -6%; Salmonella PhoP GFP: 10%; influenza NS1A: 8%
